F508del corr: correctors of CFTR F508del function in bronchial epithelial cells. activity (quench increase), % at 7.58 µM. CFBE cells, YFP halide quenching; stimulated with forskolin plus potentiator P3; % fluorescence drop versus neutral controls. AID 720511. 0.36% of 350,000 active;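 active = mean added fluorescence quench of at least 8% versus neutral control, with both replicates also reaching 8%; inconclusive = only one of the mean or replicate conditions met; inactive = mean below 8% and not both replicates reaching 8%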;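 note: cells transiently co-express mutant CFTR-F508del with the halide-sensitive YFP; corrector assay measuring rescue of mutant channel to the surface after 24 h compound exposure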
miR-122 sensor: blocks miR-122 activity in Huh7 sensor cells; activation (reporter increase), % at 12.5 µM; Huh7 miR-122 Renilla luciferase sensor, 48 h; neutral wells = 0, positive control = 100; 0.3% of 340,000 active;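 active = mean replicate activation score at least 90 and every replicate individually at or above 90; inconclusive = only one of the two criteria met; inactive = neither criterion met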;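 note: higher luciferase means less miR-122 activity so hits act as miR-122 inhibitors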
ERAP1 inh: blocks human ERAP1 aminopeptidase activity | Q9NZ08 | recombinant ERAP1, Leu-AMC fluorescence, 60 min | inhibition, % at 10.7 µM | 0.15% of 340,000 active | AID 652197;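 active = mean replicate inhibition of at least 30%, or all replicates individually reaching that 30% level; inactive = mean below 30% and not every replicate reaching it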;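 note: 0% = neutral control wells and 100% = L-leucinethiol positive control wells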
Target sequence (Q9NZ08 whole entry, looked up): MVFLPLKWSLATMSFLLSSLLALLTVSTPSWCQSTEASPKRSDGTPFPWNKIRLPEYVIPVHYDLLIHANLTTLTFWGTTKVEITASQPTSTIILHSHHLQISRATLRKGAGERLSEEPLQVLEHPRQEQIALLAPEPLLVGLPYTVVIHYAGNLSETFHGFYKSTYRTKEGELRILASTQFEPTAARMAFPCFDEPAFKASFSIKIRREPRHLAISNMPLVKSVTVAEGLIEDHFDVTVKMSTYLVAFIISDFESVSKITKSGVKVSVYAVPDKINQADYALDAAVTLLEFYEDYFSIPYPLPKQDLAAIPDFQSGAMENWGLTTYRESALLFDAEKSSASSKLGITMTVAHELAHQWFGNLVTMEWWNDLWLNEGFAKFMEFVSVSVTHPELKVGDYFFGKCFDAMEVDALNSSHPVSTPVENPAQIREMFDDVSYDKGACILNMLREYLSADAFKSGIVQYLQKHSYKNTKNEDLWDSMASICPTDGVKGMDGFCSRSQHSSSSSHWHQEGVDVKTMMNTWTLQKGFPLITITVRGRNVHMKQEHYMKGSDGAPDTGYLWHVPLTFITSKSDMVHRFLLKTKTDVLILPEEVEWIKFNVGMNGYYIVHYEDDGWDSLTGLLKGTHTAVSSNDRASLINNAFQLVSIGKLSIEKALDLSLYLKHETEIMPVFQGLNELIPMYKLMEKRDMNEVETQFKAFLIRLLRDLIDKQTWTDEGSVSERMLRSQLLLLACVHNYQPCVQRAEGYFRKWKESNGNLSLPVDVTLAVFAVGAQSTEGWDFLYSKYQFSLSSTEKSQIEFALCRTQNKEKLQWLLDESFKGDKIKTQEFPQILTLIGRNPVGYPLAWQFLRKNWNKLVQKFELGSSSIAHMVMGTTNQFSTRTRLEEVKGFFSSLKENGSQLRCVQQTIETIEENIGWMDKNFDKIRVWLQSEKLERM
SIRT5 block: sirtuin-5 (human) deacylase inhibition; Q9NXA8; Purified SirT5, succinyl-peptide AMC, trypsin-coupled fluorescence; inhibition, % at 15 µM; 1.1% of 330,000 active; in the data active = inhibition above about 15%; inconclusive = no clear call, values can overlap the other calls
DENV2 CPE: protects cells from dengue virus 2 cytopathic effect; DENV2-infected cells, cytopathic effect rescue, plate reader; CPE inhibition, % at 9.99 µM; 1.7% of 350,000 active; AID 651640; in the data active = CPE inhibition above about 20%, passing the limit was not always enough; inconclusive = no clear call, values can overlap the other calls; tested in BHK-21 cells;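 note: 0% = median of neutral control wells and 100% = median of positive control wells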
Casp6 inh: blocks human caspase-6 cleavage activity; AID 686996; 0.53% of 350,000 active; purified caspase-6, Z-VEID-R110 cleavage fluorescence; P55212; inhibition, % at 12.5 µM;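 active = mean inhibition across replicates at least about 35%, with every replicate also reaching that limit, limit read from the data; inconclusive = only one of the two criteria met; inactive = neither criterion met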;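 note: 0% = median of neutral control wells and 100% = no fluorescence left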
ERp5 inh: ERp5 (human) disulfide isomerase inhibition; ERp5 insulin aggregation, absorbance 650 nm, 90 min; Q15084; inhibition, % at 9.99 µM; 0.05% of 350,000 active;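 active = mean replicate inhibition above about 25%, with every replicate also reaching it, limit read from the data, passing the limit was not always enough; inconclusive = only one of those two criteria met; inactive = neither criterion met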
* = called active by the depositor; ? = inconclusive; . = no result given; [ ] = another dose, or the depositor's remark. Compounds as they come. About 4% of those tested had a hit in this group.

F508del corr	miR-122 sensor	ERAP1 inh	SIRT5 block	DENV2 CPE	Casp6 inh	ERp5 inh	Molecule
.	.	2	4	9	1	-5	O=C(O)[C@@H]1[C@@H](CO)[C@@H]2Cn3c(ccc(-c4ccccc4F)c3=O)[C@@H]2N1C(=O)c1cnccn1
.	-4	0	.	.	0	3	COc1ccc(NC(=O)CNCCC2=CCCCC2)cc1
0.2	69[16.7 µM]	-15	-1	9	2	-1	COc1ccc(CN(C)C[C@@H]2Oc3c(NC(=O)NC4CCCCC4)cccc3C(=O)N([C@H](C)CO)C[C@H]2C)cc1
3.0	4	0	-25	6	-2	4	COC(=O)c1nc2nc(-c3cccs3)cc(C(F)(F)F)n2n1
1.9	.	-2	-6	-13	2	-21	CCOC(=O)c1cc(CC)sc1NC(=O)CN1CCN(C(=O)c2ccco2)CC1
-4.8	-11	1	-3	-6	4	2	COCCNc1nc2cc(-c3ccccc3C)sc2c(=O)n1C
-3.6	-4	2	-3	-19	-3	2	CCNC(=O)C1CCCN(C(=O)c2ccc(N(C)C)cc2)CC1 (stereo not given)
-3.0	5	-2	-9	-3	1	-1	O=C(N[C@@H](Cc1ccccc1)C(=O)NCCc1c[nH]c2ccccc12)c1ccco1
0.8	-7	-2	-1	3	1	-4	CCOc1ccc(C2CC(c3ccc(F)cc3)n3ncnc3N2)cc1 (stereo not given)
-1.4	-1	0	-3	8	2	0	CCN(CC(=O)Nc1c(F)cccc1F)C(=O)CCN1C(=O)C2CC=CCC2C1=O (stereo not given)
2.4	.	1	.	5	1	5	c1ccc(CN2CCOCC2)nc1
0.5	1	1	-1	14	-1	5	O=C(c1ccc(C(F)(F)F)cc1)C1CCCN(C(=O)c2cnccn2)C1 (stereo not given)
0.3	0	-3	0	2	-4	0	CCc1[nH]nc(C(=O)N/N=C/c2ccncc2)c1C
-2.8	5	0	4	-4	-3	1	CC(NC(=O)/C(=C\c1ccco1)NC(=O)c1ccco1)C(=O)O (stereo not given)
-1.2	-4	1	-2	-7	-1	-1	Cc1cn([C@H]2C[C@H](O)[C@@H](CNCC3=Cc4cc(O)ccc4OC3)O2)c(=O)[nH]c1=O
0.5	8	0	-2	-4	-140	-4	CCN(c1ccccc1)S(=O)(=O)c1cccc(C(=O)NCc2cccnc2)c1
1.5	.	-2	1	-2	1	-6	CSc1ccccc1C(=O)OCC(=O)NC1CCS(=O)(=O)C1 (stereo not given)
3.7	.	13	-1	0	4	0	CCOc1ncccc1C(=O)OCC(=O)Nc1ccc(C(C)C)cc1
2.9	-5	3	-3	2	18	-3	CN(CCC#N)S(=O)(=O)c1cc2c3c(c1)CCN3C(=O)CC2
-1.7	14	0	-2	7	0	-4	Cn1c(=O)n(Cc2ccccc2Cl)c(=O)c2c1[nH]c(=S)n2C
-0.2	-4[16.7 µM]	0	0	13	-2	3	CCCNC(=O)N(C)C[C@H]1Oc2ncc(C#CC3CC3)cc2C(=O)N([C@H](C)CO)C[C@H]1C
-0.6	.	1	-1	-1	6	0	CCCC1CC(C#N)N(N(C)C)C1=C(C#N)C#N (stereo not given)
5.5	.	-4	-2	1	2	5	COC(=O)[C@]1(Cc2ccccc2)N[C@H](CN(C)C(=O)Nc2ccccc2)[C@@H]2C(=O)N(C)C(=O)[C@@H]21
-4.6	.	4	-1	-2	0	.	COc1ccc(CCNC(=O)COC(=O)CSc2ccc(C(N)=O)cc2[N+](=O)[O-])cc1OC
-0.8	.	2	22*	1	1	-1	Cc1noc(C)c1NC(=O)Nc1cccc2c1O[C@H](CN(C)Cc1ccc(C(=O)Nc3ccccc3N)cc1)[C@@H](C)CN([C@@H](C)CO)C2=O
1.1	2	-1	-1	2	-4	4	Cc1ccnc(NC(=O)C(C)N2C(=O)c3ccccc3S2(=O)=O)c1 (stereo not given)
-1.3	1[16.7 µM]	3	0	4	-1	-7	C[C@@H]1CN([C@@H](C)CO)C(=O)c2cccc(NC(=O)CCCCCC(=O)Nc3ccccc3N)c2O[C@H]1CN(C)C(=O)Nc1ccccc1
-2.4	.	-5	1	15	1	5	Cc1ccn2c(C(=O)NN=C3CCCCCCC3)c(C)nc2c1
-2.1	.	1	0	8	-1	-3	COc1ccccc1N1CCN(C(=S)Nc2ccc(S(=O)(=O)N3CCOCC3)cc2)CC1
-2.1	4	1	-4	?	-1	0	Cc1ccc(C(=O)Nc2cccc(NC(=O)c3ccc(C)cc3)n2)cc1
2.2	.	3	.	2	0	2	O=S(=O)(N[C@@H]1CCCN(Cc2ccc(OCCO)cc2)C1)c1ccccc1
0.7	2[16.7 µM]	-2	12	30*	.	-1	COc1ccc(NC(=O)Nc2cccc3c2O[C@H](CN(C)Cc2ccccc2)[C@H](C)CN([C@H](C)CO)C3=O)cc1
-0.6	0	-3	-1	3	-3	6	COc1nc(OCCNS(=O)(=O)c2ccc(C)cc2)nc(N(C)C)n1
1.8	-21	-2	.	3	-15	-5	CC1CCCN(CCCNC(=O)c2ccc3c(c2)N(Cc2cccc(Cl)c2)C(=O)c2ccccc2S3=O)C1 (stereo not given)
-0.5	3	-4	-4	3	0	0	COc1cc(C)c(S(=O)(=O)n2c([N+](=O)[O-])cnc2C)cc1C
-1.6	-6	.	-2	-1	-60	-6	CCN1CCN(c2cc(C)c3cc(NC(=S)N4CCCCC4)ccc3n2)CC1
-0.9	0	0	-6	-5	-1	-1	COc1ccc(S(=O)(=O)N2CCN(CC(O)COc3ccc(CC#N)cc3)CC2)cc1OC (stereo not given)
1.8	.	-2	4	1	1	5	Fc1cc(Br)ccc1NC(=S)NCCc1ccccc1
-5.6	-4	-1	1	2	-67	7	COc1ccc(NC(=O)CN(C)C(=O)/C=C/c2cn(-c3ccccc3)nc2-c2cccs2)cc1
-11	.	2	16*	-4	-2	1	COc1ccc(-c2ccc(NCCN3CCOCC3)nn2)cc1OC

Part of the list above in order of molecular weight, high to low.
F508del corr	miR-122 sensor	ERAP1 inh	SIRT5 block	DENV2 CPE	Casp6 inh	ERp5 inh	Molecule
-1.3	1[16.7 µM]	3	0	4	-1	-7	C[C@@H]1CN([C@@H](C)CO)C(=O)c2cccc(NC(=O)CCCCCC(=O)Nc3ccccc3N)c2O[C@H]1CN(C)C(=O)Nc1ccccc1
-4.6	.	4	-1	-2	0	.	COc1ccc(CCNC(=O)COC(=O)CSc2ccc(C(N)=O)cc2[N+](=O)[O-])cc1OC
-1.2	-4	1	-2	-7	-1	-1	Cc1cn([C@H]2C[C@H](O)[C@@H](CNCC3=Cc4cc(O)ccc4OC3)O2)c(=O)[nH]c1=O
0.5	8	0	-2	-4	-140	-4	CCN(c1ccccc1)S(=O)(=O)c1cccc(C(=O)NCc2cccnc2)c1
3.0	4	0	-25	6	-2	4	COC(=O)c1nc2nc(-c3cccs3)cc(C(F)(F)F)n2n1
-0.6	.	1	-1	-1	6	0	CCCC1CC(C#N)N(N(C)C)C1=C(C#N)C#N (stereo not given)

Further entries:
F508del corr	miR-122 sensor	ERAP1 inh	SIRT5 block	DENV2 CPE	Casp6 inh	ERp5 inh	Molecule
1.3	.	-1	6	-1	3	-1	Cc1nc(S/C(=C/c2ccc(OCc3ccc(C(=O)O)cc3)cc2)C(=O)O)n[nH]1
-1.2	3	2	-2	-2	-5	5	COC(=O)[C@H]1C[C@@H]1[C@H](NC(=O)[C@H]1C[C@@H]1[C@H](NC(=O)OCc1ccccc1)c1ccccc1)c1ccccc1
-0.4	.	-2	.	9	.	-2	COc1ccc2c3c(n(C)c2c1)[C@@H](CO)N(C(C)=O)CC31CN(Cc2ccccc2OC)C1
0.6	-9[16.7 µM]	1	12	3	4	-2	CC(C)NC(=O)N[C@H]1CC[C@@H](CCNC(=O)C2CCOCC2)O[C@@H]1CO
-0.5	-21	-2	-2	0	-3	1	Cc1noc(C)c1CN1C(=O)c2ccc([N+](=O)[O-])cc2C1=O
2.7	.	1	-7	-6	-6	-4	COc1ccc2c3c([nH]c2c1)[C@@H](CO)N(Cc1nccs1)CC31CN(Cc2cccnc2)C1
1.7	-5	.	-1	-3	7	-5	COc1ccc(-c2[nH]ncc2CN2CCN(c3ccc(F)cc3)CC2)cc1
0.1	-8	1	0	-10	0	4	O=C(c1cccc(F)c1)N1CCN(c2cc(N3CCCCC3)c(F)cc2[N+](=O)[O-])CC1
0.8	-1	13	1	12	-2	6	CC1(C(=O)Nc2ccc(F)c(Cl)c2)Cc2c(-c3ccc(C(N)=O)cc3)ccnc2O1 (stereo not given)
-3.1	.	2	-4	8	3	1	CCOc1ccc(N(C)S(=O)(=O)c2ccc(-c3ccc(=O)[nH]n3)s2)cc1
0.9	-1	-1	-4	-7	5	-6	COc1ccc(N=C2SC(C(=O)N3CCN(c4ccc([N+](=O)[O-])cc4)CC3)CC(=O)N2C)cc1 (stereo not given)
2.9	-15	3	-2	13	4	-1	COc1ccc2[nH]c3c(c2c1)CCN1C(=O)C(CC(=O)NCC24CC5CC(CC(C5)C2)C4)C[C@H](C(=O)N2CCOCC2)[C@@]31C (stereo not given in full)
1.7	-19	-3	0	-4	-2	1	COCCn1nnnc1C(C(C)C)N1CCCC(C)C1 (stereo not given)
1.2	-2	2	-8	5	-3	-1	CN1CCN(CC(=O)Nc2ccc(OC(F)(F)F)cc2)CC1
-2.6	0	-10	.	1	1	2	O=S1(=O)[C@H]2C[C@@H]3C=C[C@@]2(CN1Cc1cccc(Cl)c1)O3
5.8	10[16.7 µM]	-2	2	-12	2	1	CO[C@H]1CN(C)C(=O)c2ccc(NC(C)=O)cc2OC[C@@H](C)N(C(=O)c2ccccn2)C[C@@H]1C
0.4	-28[16.7 µM]	1	-3	2	-3	-3	CCCC(=O)Nc1ccc2c(c1)C(=O)N(C)[C@H]1CC[C@H](CC(=O)Nc3cn(C)nc3C)O[C@H]1CO2
-1.8	8	6	.	4	0	-3	O=C(NCc1ccc(F)cc1)C(c1ccco1)N(C(=O)c1csnn1)c1ccccc1 (stereo not given)
-0.6	-7[16.7 µM]	-1	13	-1	-2	-7	C[C@H](CO)N1C[C@H](C)[C@H](CN(C)S(C)(=O)=O)Oc2ccc(NC(=O)Nc3ccc(C(F)(F)F)cc3)cc2C1=O
0.5	3[16.7 µM]	2	0	-3	-2	1	COC(=O)C[C@@H]1CC[C@@H]2[C@H](COc3ccc(NS(=O)(=O)c4ccc(C)cc4)cc3C(=O)N2C)O1
1.0	-2	3	-1	4	-1	2	CC(Sc1nnc(-c2ccccc2F)n1C)C(=O)NC1CCCCC1 (stereo not given)
-3.5	5[16.7 µM]	10	0	-8	-1	-9	O=C(C[C@@H]1C[C@@H]2c3cc(NC(=O)CC4CC4)ccc3O[C@@H]2[C@H](CO)O1)NCc1ccc(-c2ccccc2)cc1
4.2	-5	0	-3	-3	4	4	CN(Cc1ccc(Br)cc1)C(=O)CCN1C(=O)c2cccc([N+](=O)[O-])c2C1=O
1.5	2	-3	1	.	-3	0	CCc1cccc(C)c1NC(=S)N(CCCN1CCN(C)CC1)Cc1cccs1
-1.2	-1[16.7 µM]	0	-3	-5	0	1	C[C@@H]1CN([C@@H](C)CO)C(=O)Cc2cc(NC(=O)c3ccncc3)ccc2O[C@@H]1CN(C)S(C)(=O)=O
-2.2	-16	2	-6	-7	-1	-6	COc1ccc(NC(=O)COC(=O)C23CC4CC(CC(O)(C4)C2)C3)cc1Cl
-1.0	-1	4	.	11	-2	0	CC1CN=C(c2ccccc2)O1 (stereo not given)
-0.9	-2	-3	-4	-1	14	3	[N-]=C=C1C(=O)NC(=O)C([n+]2ccc(-c3ccncc3)cc2)C1c1ccccc1C(F)(F)F (stereo not given)
0.7	3[16.7 µM]	2	-5	-9	5	-6	Cc1noc(C)c1S(=O)(=O)N(C)C[C@H]1OCCCC[C@H](C)Oc2ccc(NC(=O)NC(C)C)cc2C(=O)N([C@@H](C)CO)C[C@@H]1C
3.2	4	-6	2	-4	6	-4	CCOc1ccc(OCCn2c(=S)[nH]c3c(N)ncnc32)cc1
2.6	.	1	.	-4	-1	-1	Cc1ccc(S(=O)(=O)NNC(=O)NC23CC4CC(CC(C4)C2)C3)cc1
1.2	.	0	.	?	-1	-1	O=C(CSC1CCc2ccccc21)NN=Cc1ccco1 (stereo not given)

Screening data (PubChem BioAssay)
